Screening results from PubChem BioAssay.
DUSP1 inh: blocks human MKP-1 phosphatase activity; recombinant MKP-1, OMFP hydrolysis fluorescence; 65,000 compounds, 0.15% hits; inhibition, %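 (compounds tested at a single concentration somewhere between 10 and 100 µM)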; P28562;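 active = inhibition above about 50%, limit read from the data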;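 note: 0% = DMSO max control wells and 100% = wells with enzyme stopped by NaOH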
Hsp90 block: displaces geldanamycin probe from tumor Hsp90. inhibition, % at 30 µM. NCI-N417 lysate Hsp90, Cy3B-geldanamycin FP displacement. AID 429. P07900. 64,000 compounds, 0.35% hits;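 active = inhibition above 50%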;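 note: 0% = tracer plus lysate wells and 100% = tracer alone without lysate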
CatB mixtures: inhibitors of human cathepsin B in compound mixtures; AID 488; P07858; 62,000 compounds, 0.06% hits; Purified cathepsin B, AMC dipeptide fluorescence; inhibition, %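 (ten-compound pools at 5 µM per compound and 50 µM total)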; in the data active = inhibition above about 22%, passing the limit was not always enough;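 note: 0% = enzyme without compound and 100% = no enzyme blank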
CatB block: inhibitors of human cathepsin B; P07858; purified cathepsin B, fluorogenic substrate, fluorescence; inhibition, %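 (tested at 10 µM)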; 63,000 compounds, 0.1% hits; AID 453; in the data active = inhibition above about 21%;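 note: 0% = enzyme with no compound and 100% = no enzyme blank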
AP ELISA ortho: orthogonal test for alternative complement pathway inhibitors | Human serum alternative complement pathway, LPS-coated ELISA, C3 deposition; tested in compound mixtures | inhibition, % at 5 µM | 62,000 compounds, 0.08% hits | AID 1235;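 active = inhibition above 30% in each of the two pooled mixtures holding the compound, so the lower value exceeds 30%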;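 note: 0% = serum in Mg-EGTA without compound and 100% = EDTA serum blank; some compounds past the cut are filed as inactive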
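Assay system: human serum alternative complement pathway, C3 deposition on LPS-coated wells; Dosing: 5 µM per compound in ten-compound mixtures; Detection: Anti-C3 ELISA, OD 450 nm; Buffer or medium: Mg2+-EGTA GVB++ buffer containing human serum at 1:15 dilution; Timing: 1 h at 37 °C; Replication: two different pools per compound.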
Cdc25B inh: inhibitors of human Cdc25B phosphatase. recombinant Cdc25B, OMFP fluorescence Ex485/Em525. inhibition, %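 (compounds tested at 10 µM final in the well)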. 65,000 compounds, 0.1% hits; in the data active = inhibition above about 50%
tolC growth inh: growth inhibitors of E. coli BW25113 tolC mutant. growth inhibition, % at 10 µM (by protocol). AID 573. 65,000 compounds, 2.2% hits. OD615;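 active = growth inhibition at or above a cutoff equal to the mean over every tested compound plus 3 SD, cut at about 60% in these data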;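 note: growth measured after 20 h incubation at 37 °C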
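Assay system: tolC-deleted E. coli BW25113. Medium: kanamycin-containing LB broth (50 µg/mL). Dosing: 10 µM final, single dose. Timing: bacterial growth with compound for 20 h at 37 °C. Detection: A615 absorbance measurement. Read-out basis: growth inhibition in percent.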
D1 allo mod: allosteric modulators of human D1 dopamine receptor; HEK293 D1, CRE-luciferase, dopamine EC30 potentiation; actives deviate in either direction; B-score at 10 µM; 58,000 compounds, 5.9% hits; AID 641;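 active = luminescence count or its row- and column-corrected plate score outside the 99.7% band of the plate's sample wells, on either side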
E coli RNAP: Escherichia coli RNA polymerase inhibition. P0A8V2. E. coli RNA polymerase, fluorescence transcription assay. inhibition, %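 (tested at 10 µM)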. 62,000 compounds, 0.2% hits. AID 559; in the data active = inhibition above about 20%;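 note: 0% = enzyme without compound and 100% = no enzyme blank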
* hit, by the source's call; · = no result given.

SMILES	DUSP1 inh	Hsp90 block	CatB mixtures	CatB block	AP ELISA ortho	Cdc25B inh	tolC growth inh	D1 allo mod	E coli RNAP
CC1(C)CC(NC(=O)C(F)(F)F)CC(C)(C)N1OC(=O)c1ccco1	1.3	0.8	3.7	1.3	7.5	4.9	-17.7	1.78	0.1
CO[C@H]1C[C@@H]2CC[C@@H](C)[C@@](O)(O2)C(=O)C(=O)N2CCCC[C@H]2C(=O)O[C@H]([C@H](C)C[C@@H]2CC[C@@H](O)[C@H](OC)C2)CC(=O)[C@H](C)C=C(C)[C@@H](O)[C@@H](OC)C(=O)[C@H](C)C[C@H](C)C=CC=CC=C1C	39.6	1.2	2.4	·	9.2	-10.0	14.3	-0.32	5.3
CC(=O)c1cccc(NC(=O)Oc2ccccc2)c1	11.7	-4.4	7.2	2.0	13.0	7.1	-12.2	1.36	7.2
Cn1c(=O)cc(SCC(=O)N2CCN(Cc3ccc4c(c3)OCO4)CC2)c2ccccc21	40.3	1.3	8.3	2.2	5.5	-8.5	5.8	0.219	7.1
CC(=O)c1cccc(NC(=O)C2CCCN(S(=O)(=O)c3ccc(F)cc3)C2)c1 (stereo not drawn)	9.1	-0.1	2.2	5.6	8.2	-4.5	31.5	-0.0195	3.5
CC(C)(C)n1nnnc1C(c1cccs1)N(Cc1cccnc1)CC1CCCO1 (stereo not drawn)	6.5	-5.8	1.1	3.9	-3.9	-18.8	8.9	-0.473	6.9
Cc1ccc2c(c1)N(CCCC(=O)NCC1COc3ccccc3O1)C(=O)CO2 (stereo not drawn)	20.4	-1.6	3.3	4.6	17.9	-12.0	6.5	-0.105	7.1
CCOC(=O)C1CCCN(Cc2cc(Br)ccc2OC)C1 (stereo not drawn)	6.6	-1.6	-4.8	1.7	-0.1	-6.0	-7.9	-4.75	3.8
CCOC(=O)C1CCCN(C/C(O)=C(\C#N)c2nc(-c3ccc(Cl)cc3)cs2)C1 (stereo not drawn)	30.5	-2.9	-1.2	1.1	3.3	-10.8	14.2	-0.0816	-4.8
COc1ccc(OC)c(S(=O)(=O)N2CCN(C34CC5CC(CC(C5)C3)C4)CC2)c1	-4.5	-0.6	3.1	4.9	16.8	3.6	23.9	0.0218	5.5
CC1CCCCN1C(=O)c1ccc(C(=O)N2CCCCC2C)cc1 (stereo not drawn)	1.4	-2.2	-0.6	·	9.9	-4.9	-2.2	0.0494	·
O=C1CCC(Cc2ccccc2)N1 (stereo not drawn)	-9.6	-3.9	7.3	-0.1	9.5	-0.9	-21.5	0.599	6.1
CCCc1cc(C(=O)NCC(C)C)no1	-2.4	-2.8	5.6	0.0	14.4	-5.1	-7.0	0.496	9.6
COc1ccc(N2CCN(CCNC(=O)CCCn3c(=O)[nH]c4cc(Cl)ccc4c3=O)CC2)cc1	-17.6	1.5	3.5	-2.6	7.3	4.2	-14.6	-1.98	5.0
CCOC(=O)CSc1cc(C)nc(N)n1	5.5	4.8	0.7	1.3	6.4	-8.1	2.2	-0.0567	12.8
CCCC1(C(=O)O)NC(c2ccccc2O)C2C(=O)N(c3cccc(Cl)c3)C(=O)C21 (stereo not drawn)	0.6	-2.9	-0.6	1.6	8.9	-16.6	-10.5	0.21	2.9
COc1ccccc1CN(Cc1cc2c(C)ccc(C)c2[nH]c1=O)Cc1nnnn1Cc1ccco1	22.0	-6.1	-5.5	3.9	1.7	-16.7	18.1	·	5.2
COCCN(C(=O)CNC(=O)c1cccs1)C(C(=O)NC1CCCCC1)c1ccco1 (stereo not drawn)	-1.7	3.8	-23.8	-1.2	10.9	-7.5	8.4	-0.467	1.6
COc1ccc(C(NC(C)=O)c2ccc3cccnc3c2O)c(OC)c1 (stereo not drawn)	3.6	0.5	6.4	0.3	-2.5	1.4	-2.6	1.89	7.8
Cc1cc(NS(=O)(=O)c2ccc(NC(=O)CCCC(=O)O)cc2)nc(C)n1	-1.0	-1.2	-0.4	0.7	3.4	-4.0	-15.8	-0.455	3.5
C=CCSc1nc2c(c(=O)[nH]c(=O)n2C)n1C/C=C(/C)Cl	-5.8	-3.3	7.5	-2.9	-1.4	-0.5	18.4	19.2*	5.5
CCOC(=O)N1CCN(S(=O)(=O)c2ccc(C)c(C)c2C)CC1	-14.8	-3.2	0.8	1.6	10.8	-20.6	15.0	0.88	5.3
CCNc1nnc(-c2ccccc2OC)s1	3.9	-6.3	-4.6	-8.1	22.8	2.4	1.7	-0.0133	-4.0
O=C(O)CC(NC(=O)COc1ccc(Cl)cc1Cl)C(=O)O (stereo not drawn)	-18.8	-3.2	·	2.0	·	-19.5	1.4	-0.00536	7.6
CCn1cnc2c1c(=O)n(Cc1nnc3n1-c1ccccc1SC3)c(=O)n2Cc1ccccc1	38.4	-5.2	1.9	1.0	7.4	-2.2	4.2	0.123	2.2
Cc1ccc(NC(=O)Cn2c(C)cc(C)c(C#N)c2=O)c(Cl)c1	7.9	-4.5	-0.1	2.6	10.3	-3.5	-10.3	-0.137	2.4
Cn1nnc2c(sc3nc(N4CCOCC4)c4c(c32)CCCC4)c1=O	4.0	-3.8	0.6	2.4	-2.5	-30.7	5.6	2.56	9.9
COC(=O)c1ccsc1NC(=O)c1ccc2c(c1)OCCO2	8.6	-0.6	1.1	3.5	7.7	-2.7	6.1	3.79*	7.5
COC(=O)c1[nH]c2ccc(C)cc2c1NS(=O)(=O)c1ccc(F)c(C)c1	-26.4	-6.5	1.4	0.2	12.2	-10.9	96.5*	-0.0461	5.7
CCCS(=O)(=O)N1CCC(C(=O)NCCN(C)Cc2ccccc2)CC1	3.9	-1.8	-1.4	0.8	7.1	10.0	-21.4	2.6*	2.0
CCOC(=O)N1CCC(NC(=O)C2CCCN(C(=O)N3CCOc4ccccc43)C2)CC1 (stereo not drawn)	-1.2	-0.2	0.8	2.0	4.4	-4.2	-20.5	·	3.8
CCOc1ccc2c(c1)sc(=NC(=O)C1CC1)n2C	24.1	-1.4	-2.7	2.4	8.9	-4.9	-0.8	-0.253	0.2
CC(=O)Nc1nc(-c2ccc(Br)s2)cs1	-2.3	2.1	-1.5	-0.1	-6.0	-8.2	-2.6	·	-4.3
CCC(NS(=O)(=O)c1c(C)[nH]c(=O)[nH]c1=O)C12CC3CC(CC(C3)C1)C2 (stereo not drawn)	-10.8	-4.7	-0.2	5.9	5.9	-2.6	23.1	1.44	1.3
Cc1cc(NC(=O)CSc2nnnn2C2CCCC2)no1	11.0	-5.6	-0.3	0.8	-1.6	-9.2	26.0	-0.209	8.0
O=C1C2C(C(=O)N1c1ccc3c(c1)OCO3)C1C=CC2C12CC2 (stereo not drawn)	1.6	·	-3.7	-0.9	0.6	-2.0	9.9	-0.74	1.1
CS(=O)(=O)N(CC(=O)N1CCc2ccccc2C1)c1ccc2c(c1)OCO2	-10.7	-2.9	1.1	2.1	10.5	-6.0	5.0	-0.222	11.2
CCOC(=O)n1c(=O)oc2cc(S(=O)(=O)N3CCOCC3)ccc21	-8.9	0.1	2.8	-1.7	11.6	1.5	-11.1	·	4.2
COc1ccc(CN(Cc2cc3cc4c(cc3[nH]c2=O)OCO4)C(=O)NC2CCCCC2)cc1	14.2	-3.0	-5.8	0.2	13.9	7.9	72.0*	3.36	-4.8
CCOC(=O)N1CCC(NC(=O)Cn2cc3c(n2)CCCC3)CC1	-1.5	-1.2	5.6	-6.8	10.1	-6.9	-8.3	-0.0164	-4.1
COc1ccc2c(C)cc(SCC#N)nc2c1	4.7	-9.6	4.9	5.6	-7.2	-8.7	7.9	·	4.4
CCOC(=O)c1c(C)n(C)c2ccc(O)c(CN3CCC(C)CC3)c12	-6.8	-2.8	0.3	3.9	0.3	2.8	41.5	0.0163	5.9
CCOc1ccc(-n2c(=O)[nH]cc(C(=O)N3CCc4ccccc43)c2=O)cc1	30.6	-0.1	6.6	-2.4	15.5	5.9	5.6	0.0901	4.4
Cn1nnnc1Sc1nc(-c2cccnc2)nc2ccccc12	1.3	-6.8	3.2	1.2	12.3	1.0	10.2	1.66	1.4
O=C1C(Cl)=C(NCC2CCCO2)C(=O)N1C1CCCCC1 (stereo not drawn)	2.5	-3.0	0.3	1.4	5.8	-5.1	19.3	4.35*	11.8
CCn1nc(C)c(NC(=O)CCCSc2nc(-c3ccco3)cc(C(F)(F)F)n2)c1C	27.4	-5.2	3.3	9.1	-16.8	4.2	13.5	0.0947	8.7
CC1Cc2ccccc2N1C(=O)C1CCN(S(=O)(=O)c2cccs2)CC1 (stereo not drawn)	2.3	-2.2	-0.7	-0.3	-6.1	-10.1	-2.0	0.337	5.8
O=c1cc(CN2CCOCC2)c2c(ccc3ccccc32)o1	-9.4	4.6	4.2	1.5	23.5	-6.4	1.3	0.863	6.7

Three compounds out of the list, sorted by length of the SMILES, highest first:
SMILES	DUSP1 inh	Hsp90 block	CatB mixtures	CatB block	AP ELISA ortho	Cdc25B inh	tolC growth inh	D1 allo mod	E coli RNAP
CCOc1ccc(-n2c(=O)[nH]cc(C(=O)N3CCc4ccccc43)c2=O)cc1	30.6	-0.1	6.6	-2.4	15.5	5.9	5.6	0.0901	4.4
CC1Cc2ccccc2N1C(=O)C1CCN(S(=O)(=O)c2cccs2)CC1 (stereo not drawn)	2.3	-2.2	-0.7	-0.3	-6.1	-10.1	-2.0	0.337	5.8
CCOC(=O)n1c(=O)oc2cc(S(=O)(=O)N3CCOCC3)ccc21	-8.9	0.1	2.8	-1.7	11.6	1.5	-11.1	·	4.2

Next results follow.
SMILES	DUSP1 inh	Hsp90 block	CatB mixtures	CatB block	AP ELISA ortho	Cdc25B inh	tolC growth inh	D1 allo mod	E coli RNAP
O=S(=O)(Cc1ccccc1)N1CCN(Cc2ccc3c(c2)OCO3)CC1	3.9	·	-0.7	-6.9	21.1	-19.6	13.4	-0.0163	-0.4
COc1ccc(C(c2nnnn2Cc2ccccc2)N2CCN(C(=O)c3ccco3)CC2)cc1OC (stereo not drawn)	32.1	-5.1	6.3	-2.4	13.6	-5.8	-2.6	·	7.4
NC(=O)CSc1nc(N)c2c3c(sc2n1)CCCCC3	-2.2	-0.2	·	11.0	·	-18.6	6.2	1.44	10.2
COCCN(C(=O)c1csnn1)C(C(=O)NC1CCCCC1)c1sccc1C (stereo not drawn)	5.0	-3.4	2.8	-4.9	11.1	-4.4	-4.6	0.483	8.0
CCOC(=O)C1CCCN(C(=O)CCNS(=O)(=O)c2ccc3c(c2)CCC(=O)N3)C1 (stereo not drawn)	-2.7	-2.8	0.8	6.2	15.3	6.7	-26.2	0.165	2.9
Cc1csc(NC(=O)Cc2nn(C)c(=O)c3ccccc23)n1	-13.8	-1.0	1.3	1.2	6.4	-0.2	26.2	0.0491	-2.0
CCOC(=O)COn1c(=O)c[n+]([O-])c2ccccc21	-5.0	-3.7	-4.3	6.8	5.9	-0.1	-6.3	0.916	-1.8
Cc1c(C(=O)NCC2CCCO2)oc2ccc(S(=O)(=O)N3CCCC3)cc12 (stereo not drawn)	-1.4	·	6.6	0.0	5.4	-8.4	-2.6	·	7.0
Cn1c(NCc2cc(Br)ccc2O)nc2ccccc21	7.9	·	4.9	6.5	9.6	4.3	27.8	-0.812	2.8
Cc1ccsc1C(=O)OCC(=O)NCc1ccc2c(c1)OCO2	-0.6	-3.2	7.2	0.0	18.2	-4.3	0.6	-0.405	5.5
CC(C)Cn1c(-c2cccs2)nc2nc3ccccc3nc21	-4.2	-3.7	-3.9	-7.1	0.0	3.6	36.9	4.73*	-7.6
